Screening data: PubChem BioAssay, Emory University Molecular Libraries Screening Center
EP2 mod = EP2 receptor (human) modulation. EP2-expressing cells, cAMP HTRF FRET, PGE2 co-stimulation. induction, % at 25 µM. actives 0.83% (n = 260,000);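 active = compounds whose cAMP rise, as percent of the full-agonist control response, exceeds 60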;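 also: rat C6 glioma line stably carrying human EP2 under a CMV promoter; the protocol text gives 20 µM as final concentration; 100% = response of wells given 1 µM PGE2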
Target sequence (P43116 whole entry, looked up): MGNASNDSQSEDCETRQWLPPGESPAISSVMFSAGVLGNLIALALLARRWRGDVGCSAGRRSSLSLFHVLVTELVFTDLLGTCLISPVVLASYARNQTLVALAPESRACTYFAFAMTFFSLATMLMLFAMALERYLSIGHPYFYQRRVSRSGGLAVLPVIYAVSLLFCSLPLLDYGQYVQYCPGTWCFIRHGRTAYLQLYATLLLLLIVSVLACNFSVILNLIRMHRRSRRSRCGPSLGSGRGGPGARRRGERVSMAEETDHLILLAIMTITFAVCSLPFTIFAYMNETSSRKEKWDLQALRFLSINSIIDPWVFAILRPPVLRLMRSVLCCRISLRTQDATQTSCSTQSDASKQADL
PGE2 EP2 inh = inhibitors of human EP2 prostaglandin E2 receptor; P43116; C6 glioma cells expressing human EP2, cAMP TR-FRET; cells stimulated with saturating PGE2; inhibition, % at 25 µM; actives 0.52% (n = 260,000);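 active = percent inhibition above 40 after rounding to a whole number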;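 also: rat C6 glioma host cells with rolipram phosphodiesterase inhibitor present; the protocol text gives 20 µM as final concentration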
Numbers without * were called inactive. The list is partial; count on the stated rates, not on these rows.

SMILES	EP2 mod	PGE2 EP2 inh
COc1ccc(CN(Cc2n[nH]nc2-c2ccccc2)CC2CCCO2)c(OC)c1 (configuration not stated)	16	7
O=C(COc1ccc(Cl)cc1Cl)Nc1ccc2oc(=O)ccc2c1	-28	12
COc1ccc(C2(O)CCN(CC(O)c3ccc4c(c3)OCCO4)CC2)cc1 (configuration not stated)	-30	13
O=C1CC[C@@H](NCc2ccccc2O)[C@H](c2cc(F)cc(F)c2)N1	-8	9
CC1CCc2c(sc3ncn4c(SCC(=O)c5ccc(F)cc5)nnc4c23)C1 (configuration not stated)	13	11
COc1ccc2[nH]c(=O)c(C(c3nnnn3CCc3ccccc3)N3CCC(C)CC3)cc2c1 (configuration not stated)	-17	9
CC1(C)CC(N(Cc2ccncc2)Cc2ccc(F)cc2)CC(C)(C)N1	-48	11
COc1ccc(OC)c(NC(=O)c2cc3sccc3n2Cc2ccccc2)c1	-48	26
O=C(CCCl)Nc1nnc(SCC(=O)NC2CCCC2)s1	-8	5
CC1=C(C(N)=O)C(c2ccc(Br)cc2)n2nnnc2N1 (configuration not stated)	6	10
COc1cc2[nH]c(=O)c(C(=O)NCCN3CCNCC3)c(O)c2cc1OC	20	9
Nc1cc(-c2ccco2)nn(CC(=O)Nc2ccc(F)c(Cl)c2)c1=O	-5	5
CC(=O)N1CCc2cc(-c3csc(NC(=O)c4cccc(C)c4)n3)ccc21	-41	11
COc1cccc(CSc2nnc(-c3ccncc3)n2C)c1	16	12
CN(Cc1cccc2ncccc12)S(=O)(=O)c1ccc2c(c1)sc(=O)n2C	-62	2
CC(C)C(=O)N1CCN(c2ccc(NC(=O)c3ccccc3)cc2)CC1	-73	11
CC/C(C)=C1/C(=O)NN(c2ccc(I)cc2)C1=O	-30	15
COc1ccccc1NC(=O)CSc1nnnn1-c1ccc(NC(C)=O)cc1	-84	8
CCC(C)(C)n1nnnc1CN(Cc1cccs1)Cc1cc2cc(OC)c(OC)cc2[nH]c1=O	33	14
CC1CCCN(c2nc3c(c(=O)[nH]2)CCN(Cc2c[nH]c4ccccc24)C3)C1 (configuration not stated)	-30	11
COC(=O)C(C)n1cnc2scc(-c3ccc(Cl)cc3)c2c1=O (configuration not stated)	22	1
Fc1ccc(CNCc2ccco2)cc1	-33	13
CCOC(=O)c1ccc(NC(=O)CSc2nnnn2-c2ccc(OC)cc2)cc1	-62	8
COCCN1CC2=C(C1=O)C(c1cccc(OC)c1)NC(=O)N2 (configuration not stated)	-5	5
O=C(c1ccccc1F)N1C2CCC1CC(c1ccc(F)cc1)C2 (configuration not stated)	-18	7
CCC(C)(C)NC(=O)c1ccc2c(c1)N(CC(=O)Nc1ccc(F)cc1)C(=O)C(C)(C)O2	-13	8
CCC1CCCCN1S(=O)(=O)c1ccc(NC(=O)Cn2nc(-c3ccccc3F)ccc2=O)cc1 (configuration not stated)	-44	8
NC(=O)c1ccc(N2CCCC2)c(N)c1	1	12
Cc1cc2cc(C)c(SCC(=O)NCc3ccc4c(c3)OCO4)nc2cc1C	85*	22
C=C(C)Cn1c(N2CCC(C)CC2)nc2c1c(=O)n(C)c(=O)n2C	-4	4
Cc1ccc2sc(NC(=O)/C=C/C(=O)O)nc2c1	-28	11
COc1ccc(OC)c(NC(=O)CSc2nnc3c(n2)[nH]c2ccc(F)cc23)c1	-37	2
COc1cc(C)c(CNC(=O)c2ccnn2C(C)C)cc1C(C)C	-17	7
O=C(NCc1ccccc1)N1CCC(n2nnc3cc(C(F)(F)F)ccc32)CC1	-22	11
Cc1cc(C)nc(SCC(=O)Nc2cccc(Cl)c2)n1	-43	8
O=C(O)c1cc2c(cc1S(=O)(=O)O)[C@@H]1[C@@H]([C@H]3[C@H]2[C@]2(Cl)C(Cl)=C(Cl)[C@@]3(Cl)C2(Cl)Cl)[C@]2(Cl)C(Cl)=C(Cl)[C@@]1(Cl)C2(Cl)Cl	73*	45*
CC1CCN(C(=O)Cn2nc(C(F)(F)F)c3c2CCC3)CC1	18	7
O=C(COc1ncnc2ccccc12)NCc1noc(-c2ccccc2)n1	-28	9
Cc1onc(-c2c(Cl)cccc2Cl)c1C(=O)Nc1cccc2nsnc12	10	7
CCc1c(C)nc2ncnn2c1Nc1cccc(C)c1	-4	11
Cc1ccnc(NC(=O)CN2C(=O)COc3ccc(C)cc32)c1	28	8
COc1ccc(S(=O)(=O)N2CCC(C(=O)NC(C)(C)C)CC2)cc1	-20	10
O=C1/C(=C\c2cccs2)N2CCC1CC2	17	8
Cc1ccc(OCC(=O)Nc2ccccc2N2CCN(S(C)(=O)=O)CC2)cc1	17	10
COc1ccc(OC)c(S(=O)(=O)N2CCN(CC(=O)c3ccco3)CC2)c1	10	7
COCCn1c(SCC(=O)Nc2cccc(Cl)c2)nnc1C(C)C	-14	9
COc1ccc(N2CC(C(=O)Nc3ccccc3C(C)C)CC2=O)cc1 (configuration not stated)	-3	10
CCc1c(C)nc2cc(-c3ccc(OC)c(OC)c3)nn2c1N1CCNCC1	-67	12
Cc1cc2ccccc2n2c(=O)n(CC(=O)N3CCCCC3)nc12	-12	6
CCC(CO)NC(=O)C(=O)Nc1ccc2c(c1)OCO2 (configuration not stated)	-26	15
O=C1c2ccccc2C(=O)c2c1cccc2N1CCC(O)CC1	-43	9
O=C(CSc1nnnn1-c1ccc(F)cc1)Nc1nc2c(s1)CCCC2	-92	9
COc1ccc(S(=O)(=O)N(C)c2ccc(C(=O)N3CCCC3)cc2)cc1OC	-10	7
CC(=O)Nc1ccc(C(=O)CSc2nnc3c4c5c(sc4nc(C)n23)CCCC5)cc1	-14	4
Nc1ccc(OCC(O)Cn2cnc3ccccc32)cc1 (configuration not stated)	-8	10
O=C(COc1ccccc1Cl)Nc1nc2ccc(F)cc2s1	-33	10
C[C@H](CCC(=O)O)[C@@H]1CC[C@@H]2[C@H]3CC[C@H]4C[C@@H](O)CC[C@]4(C)[C@@H]3C[C@H](O)[C@]21C	-6	10
COc1ccc(C(=O)NCCc2nc(-c3cccnc3)n[nH]2)cc1	-34	8
COc1cccc(OCc2nnc(SCC(=O)N3CCCC(C)C3)n2C)c1 (configuration not stated)	-11	3
COC(=O)c1c(N)sc(C(=O)Nc2ccc(C)c(Cl)c2)c1C	-44	17

As a short view, some entries already given:
SMILES	EP2 mod	PGE2 EP2 inh
Cc1onc(-c2c(Cl)cccc2Cl)c1C(=O)Nc1cccc2nsnc12	10	7
CCc1c(C)nc2ncnn2c1Nc1cccc(C)c1	-4	11
Cc1ccnc(NC(=O)CN2C(=O)COc3ccc(C)cc32)c1	28	8
COc1ccc(S(=O)(=O)N2CCC(C(=O)NC(C)(C)C)CC2)cc1	-20	10
O=C1/C(=C\c2cccs2)N2CCC1CC2	17	8
Cc1ccc(OCC(=O)Nc2ccccc2N2CCN(S(C)(=O)=O)CC2)cc1	17	10
COc1ccc(OC)c(S(=O)(=O)N2CCN(CC(=O)c3ccco3)CC2)c1	10	7
COCCn1c(SCC(=O)Nc2cccc(Cl)c2)nnc1C(C)C	-14	9
COc1ccc(N2CC(C(=O)Nc3ccccc3C(C)C)CC2=O)cc1 (configuration not stated)	-3	10
CCc1c(C)nc2cc(-c3ccc(OC)c(OC)c3)nn2c1N1CCNCC1	-67	12
Cc1cc2ccccc2n2c(=O)n(CC(=O)N3CCCCC3)nc12	-12	6
CCC(CO)NC(=O)C(=O)Nc1ccc2c(c1)OCO2 (configuration not stated)	-26	15
O=C1c2ccccc2C(=O)c2c1cccc2N1CCC(O)CC1	-43	9
O=C(CSc1nnnn1-c1ccc(F)cc1)Nc1nc2c(s1)CCCC2	-92	9
COc1ccc(S(=O)(=O)N(C)c2ccc(C(=O)N3CCCC3)cc2)cc1OC	-10	7
CC(=O)Nc1ccc(C(=O)CSc2nnc3c4c5c(sc4nc(C)n23)CCCC5)cc1	-14	4
Nc1ccc(OCC(O)Cn2cnc3ccccc32)cc1 (configuration not stated)	-8	10
O=C(COc1ccccc1Cl)Nc1nc2ccc(F)cc2s1	-33	10
C[C@H](CCC(=O)O)[C@@H]1CC[C@@H]2[C@H]3CC[C@H]4C[C@@H](O)CC[C@]4(C)[C@@H]3C[C@H](O)[C@]21C	-6	10
COc1ccc(C(=O)NCCc2nc(-c3cccnc3)n[nH]2)cc1	-34	8

Carrying on:
SMILES	EP2 mod	PGE2 EP2 inh
CC(C)(C)C1CCc2c(sc3ncn4c(SCC(=O)N5CCCC5)nnc4c23)C1 (configuration not stated)	20	14
Cc1cccc2cc(C(c3nnnn3Cc3ccccc3)N3CCC(O)CC3)c(=O)[nH]c12 (configuration not stated)	-32	9
CN1CC(c2ccccc2)C2(CCN(Cc3ccccc3)CC2)C1 (configuration not stated)	-10	2
COCCNc1nnc(-c2cnc(C)cn2)s1	-12	7
CC1Cc2cc(C(O)CN3CCCC3)ccc2N1S(C)(=O)=O (configuration not stated)	-14	5
COc1ccc(N2CCN(C(c3ccc(N(C)C)cc3)c3nnnn3C(C)C)CC2)cc1 (configuration not stated)	-2	11
O=C(O)c1cccc(CSc2n[nH]c(-c3ccco3)n2)c1	18	16
Cc1csc(NC(=O)CSc2nnc(-c3ccccc3)n2C)n1	-19	10
CCn1c(SCC(=O)Nc2ccc(N)cc2)nnc1C1CCCCC1	-2	7
CCn1cc(C(O)CN2CCC3(CC2)CC(O)c2cc(O)ccc2O3)c2ccccc21 (configuration not stated)	-93	15
Cc1ncsc1C(=O)N1CCC[C@H](Cn2cc(C(=O)NCc3ccccc3F)nn2)C1	-30	8
C=CCc1c(C)nc(C)[nH]c1=O	2	7
N#CCOc1ccc(C2Nc3c(ccc(Cl)c3Cl)C3C=CCC32)cc1 (configuration not stated)	32	10
COCCn1c(SCC(=O)Nc2cc(C)ccc2OC)nnc1-c1ccco1	-27	10
COc1ccc(CN[C@@H]2CCC(=O)N[C@H]2c2cc(F)cc(F)c2)cc1OC	-15	8
C1=CC2CC1CC2CN1CCN(C2CCN(Cc3ccccc3)CC2)CC1 (configuration not stated)	-40	3
COC(=O)c1ccc(NC(=O)CSc2nnc(-c3ccncc3)n2-c2ccc(OC)cc2)cc1	10	15
Cc1cc(C)nc(NS(=O)(=O)c2ccc(NC(=S)NC(=O)c3ccc(F)cc3)cc2)n1	-130	28
Cc1cc2ccccc2n2c(=O)n(CCNC(=O)C(C)N3CCCC3=O)nc12 (configuration not stated)	-28	8
COc1ccccc1NC(=S)N(Cc1cccs1)Cc1cc2cccc(C)c2[nH]c1=O	-20	6
COc1ccc(C(c2nnnn2Cc2ccco2)N2CCN(c3cc(C)ccc3C)CC2)cc1OC (configuration not stated)	1	2
Cc1ccc2cc(CN(Cc3ccco3)C(=S)NCCCN(C)C)c(=O)[nH]c2c1C	-76	14
CN1C2CC(OC(=O)[C@H](CO)c3ccccc3)CC1C1OC12 (some centres not stated)	11	6
COc1ccc(Cl)cc1C(=O)Nc1ccc2oc(=O)ccc2c1	-25	6
NC(=O)CSc1nc2ccccc2c(=O)n1CCc1ccccc1	-62	12
COc1ccccc1OCCCC(=O)Nc1nc(-c2ccc(C)cc2)c(C)s1	47	16
COc1ccc(S(=O)(=O)N2CCCC(C(=O)NC3CC3)C2)cc1Cl (configuration not stated)	-32	11
C/C=C/Cn1c(N(C)C)nc2c1c(=O)[nH]c(=O)n2C	-23	11
Cc1cccc(N(C(=O)c2csnn2)C(C(=O)NC(C)(C)C)c2ccccn2)c1C (configuration not stated)	2	10
CCOc1ccc2[nH]c(=O)c(CN(CCN3CCOCC3)C(=O)Nc3ccccc3Cl)cc2c1	-30	15
C=CCn1c(CNC(=O)c2ccc(OC)c(OC)c2)n[nH]c1=S	-13	9
COc1ccc(OC)c(CN(CCN(C)C)Cc2ccncc2)c1	-14	3
CC1C(c2ccc(F)cc2)=NOC1C(=O)NCCc1nc(-c2ccccc2)no1 (configuration not stated)	-14	3
Cc1ccc2[nH]c(=O)c(C(c3nnnn3C3CCCCC3)N3c4ccccc4CC3C)cc2c1 (configuration not stated)	38	10
COc1ccc(-n2c(SCCN3CCOCC3)nc3sc(C)c(C)c3c2=O)cc1	18	12
Cc1nnsc1C(=O)NC1(c2ccc(F)cc2)CCCC1	-38	4
Fc1ccc(-c2nc3ccc(Cl)cn3c2NCC2CCCO2)cc1 (configuration not stated)	29	8
Cc1cc(C)c(NC(=O)Cn2c(-c3nonc3N)nc3ccccc32)c(C)c1	0	7
O=C(O)CCN=C1NC(=O)CS1	3	14
COc1ccc(CN2CCC3(CC2)NC(=O)c2ccccc2O3)cc1	-36	10
CCCNS(=O)(=O)c1ccc(OCC(=O)NCc2ccccn2)cc1	-22	9
Cc1nn2c(nc1=O)NNC2(C)c1ccccc1 (configuration not stated)	-7	10
CCOc1ccccc1NC(=O)CSc1nnc(-c2ccc(C)cc2)n1C	24	8
CC(C)(C)NC[C@@H](O)COc1nsnc1N1CCOCC1	16	8
CCOc1ccccc1NC(=O)N1CCCC1C(=O)NC(C)(C)C (configuration not stated)	17	10
N#Cc1cc2c(nc1SCC(=O)N1CCCCC1)CCC2	-76	7
C=CCN1CCc2cc(O)c(O)cc2C(c2ccccc2)C1 (configuration not stated)	31	11
CCCOc1ccc(C2C3=C(CCCC3=O)NC3=C2C(=O)CCC3)cc1OCC	4	3
O=C(COCc1nc2ccccc2c(=O)[nH]1)NC1CC2(CCCCC2)Oc2ccccc21 (configuration not stated)	31	6
